HIF-2a block – inhibitors of HIF-2a. 786-0 RCC cells HIF-2a reporter, luciferase luminescence, overnight. inhibition, % at 18.8 µM. 360,000 tested, 0.72% active;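 active = inhibition of the luminescence signal of 40% or more relative to plate controls, in a single-dose primary screen at 18.75 µM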
NR2E3 ag-1 – activates human NR2E3 receptor; Q9Y5X4; CHO-S Gal4-NCOR/VP16-NR2E3 two-hybrid, luciferase; inhibition of corepressor binding, % at 3.98 µM; 360,000 tested, 0.35% active; AID 602229;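 active = inhibition above the mean of all tested compounds plus 3 SD, cut at about 70% in these data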;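 note: 0% = DMSO with NR2E3 transfected cells and 100% = cells lacking NR2E3 construct; higher means lower luciferase signal from less NR2E3 corepressor binding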
Target sequence (Q9Y5X4 whole entry, looked up, the tested form may be a part): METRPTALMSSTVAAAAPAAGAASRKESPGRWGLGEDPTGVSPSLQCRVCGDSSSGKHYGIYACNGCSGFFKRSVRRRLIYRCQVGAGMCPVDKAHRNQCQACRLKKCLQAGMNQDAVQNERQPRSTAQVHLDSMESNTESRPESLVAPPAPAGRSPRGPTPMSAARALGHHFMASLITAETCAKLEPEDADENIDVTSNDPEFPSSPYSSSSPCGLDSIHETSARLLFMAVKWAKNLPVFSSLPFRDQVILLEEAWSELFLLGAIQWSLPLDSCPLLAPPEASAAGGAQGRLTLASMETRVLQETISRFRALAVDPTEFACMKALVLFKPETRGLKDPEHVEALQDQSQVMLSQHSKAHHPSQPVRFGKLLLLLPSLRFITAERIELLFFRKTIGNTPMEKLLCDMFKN
NR2E3 ag-2 – NR2E3 (human) agonism | inhibition of corepressor binding, % at 4.78 µM | GST-NR2E3/biotin-RetCOR TR-FRET, 1536-well | 320,000 tested, 0.12% active | AID 2300 | Q9Y5X4;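 active = percent inhibition above the cutoff of mean plus 3 SD of all tested compounds, set per screening campaign, cut at about 20% in these data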;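 note: 0% = DMSO wells and 100% = biotin wells as full block of FRET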
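Material – GST-tagged NR2E3 plus biotinylated RetCOR corepressor · Quantity – NR2E3 fusion 1.35 nM · Times – 5 h incubation at 4 °C · Medium – pH 7.5 Tris-based buffer · Technique – TR-FRET, Eu(K)-anti-GST donor, streptavidin-D2 acceptor, ex 340, em 617/671 nm · Benchmarks – high control biotin, low control 0.6% DMSO · Format – 1536-well plates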
LMP1 NFkB inh – Epstein-Barr LMP1 NF-kappaB reporter inhibition. LMP1-induced NF-kappaB luciferase reporter cells, luminescence. AID 504558. inhibition, % at 12.5 µM. 350,000 tested, 0.69% active; in the data active = inhibition above about 41%;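 note: 0% = neutral control wells and 100% = reference inhibitor control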
Peg3 promoter – inhibitors of Peg3 promoter | inhibition, % at 20 µM | 360,000 tested, 1.7% active | HeLa PEG-Prom luciferase reporter, luminescence, overnight;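 active = inhibition of at least 50% at 20 µM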
iPSC survival up – enhancers of human iPSC single-cell survival; hiPSC single-cell survival, ATPlite luminescence; 100% = ROCK inhibitor wells, 0% = DMSO; survival enhancement, % at 20 µM; 360,000 tested, 0.044% active; AID 602274; in the data active = survival enhancement above about 18%;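 note: cells exposed to compounds for 16 hours before the ATP read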
TRAIL sens C8 – caspase-8 TRAIL sensitization; inhibition (viability loss, TRAIL sensitization), % at 10 µM; AID 624354; NB7+C8 cells + TRAIL, ATPlite viability luminescence; 360,000 tested, 1% active;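 active = compounds causing at least 50% loss of cell viability in the single-dose screen, relative to plate controls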
KKLEB cytotox – CF airway cell cytotoxicity counter-screen | KKLEB CF airway cells viability, ATPlite luminescence, overnight; hits give low values; cells stimulated with P. aeruginosa culture filtrate | activity change (cytotoxicity), % at 5 µM | 360,000 tested, 0.36% active | AID 602141;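 active = corrected activity change at or below -50% at 5 µM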
Shn3 inh set2 – inhibitors of Schnurri-3 3'UTR reporter in osteoblasts; Clone20 osteoblast Shn3 3'UTR firefly luciferase, 24 h; inhibition, % at 12.5 µM; 360,000 tested, 0.52% active;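 active = mean inhibition of at least 75% with every replicate also reaching 75%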;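 note: 0% = median of neutral control wells and 100% = pilot-screen positive control compound; some compounds past the cut are filed as inactive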
MITF TRPM1 inh – inhibitors of MITF-driven TRPM1 promoter in melanoma cells | SK-MEL-5 TRPM1 promoter luciferase, 24 h | inhibition, % at 12.5 µM | 330,000 tested, 0.83% active;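 active = mean inhibition across replicates of 60% or more, whatever share of single replicates reaches that level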; note: values of inactives mirror those of a sister screen read the other way
CF NFkB block – blocks PAF-induced NF-kB reporter in cystic fibrosis cells; inhibition, % at 5 µM; KKLEB NF-kB-GFP reporter, GFP fluorescence overnight; 360,000 tested, 0.86% active; AID 588850;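 active = at least 50% inhibition at 5 µM, scaled per plate between neutral and stimulator controls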;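 note: PAF is a Pseudomonas aeruginosa culture filtrate used as stimulus; plate controls were PAF-stimulated DMSO wells for no effect and unstimulated DMSO wells for full effect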
* hit, by the source's call; / = not tested or not shown.

SMILES	HIF-2a block	NR2E3 ag-1	NR2E3 ag-2	LMP1 NFkB inh	Peg3 promoter	iPSC survival up	TRAIL sens C8	KKLEB cytotox	Shn3 inh set2	MITF TRPM1 inh	CF NFkB block
CCOc1ccc(NC(=O)CSc2nc3cc(C(=O)NCC4CCCO4)ccc3c(=O)n2CC2CCCO2)cc1 (stereo not given)	-3	-3	/	-4	4	-0.2	2	-1	2	/	-19
O=C(N/N=C/c1ccccn1)c1cc(-c2ccc(Br)s2)[nH]n1	-23	-60	-2	27	13	-0.6	14	12	-28	10	1
Cc1sc2ncnc(Nc3ccccc3)c2c1C	-55	8	2	4	-25	-1.4	-6	2	/	-23	2
Cc1nn(-c2ccccc2)c(C)c1C(=O)OCC(=O)NC(=O)NC1CCCCC1	-25	-14	3	4	7	0.3	8	11	-2	-1	8
Cc1cc(NC(=O)CSc2nnc(C)n2C)no1	9	-23	4	-1	-1	0.0	-9	9	-4	13	-1
Cc1ccc(NC(=O)N2CCN(C(=O)c3ccco3)CC2)cc1Cl	-15	-3	-1	15	4	0.3	16	-7	10	-8	-16
CCCC(=O)Nc1nc2nc(-c3ccccc3)cc(-c3ccccc3)n2n1	0	9	-3	11	3	-0.4	-3	12	32	-1	-41
CC(=O)Nc1ccc(S(=O)(=O)N(CC(=O)O)Cc2ccccc2)cc1	7	-29	2	2	5	4.6	-1	7	8	8	-7
CCC(=O)Nc1c(C#N)c2nc3ccccc3nc2n1-c1ccc(C)cc1	24	-25	/	-4	18	-0.7	10	2	-13	4	20
CCOC(=O)N1CCN(CC(=O)Nc2nnc(C(F)(F)F)s2)CC1	16	6	5	-24	5	0.2	-7	12	-1	9	-18
COc1ccc2nc(NC(=O)CCc3ccc(OC)c(OC)c3)sc2c1	-28	-3	-3	-4	-20	-0.3	1	-9	11	-17	-2
CCc1cc(=O)oc2cc(C)cc(OCC(=O)NCCc3c[nH]c4ccccc34)c12	-4	10	2	-2	28	-1.1	48	4	3	9	-26
CCOC(=O)c1ccccc1NC(=O)CC1SC(=NC)N(C)C1=O (stereo not given)	25	-13	0	-6	7	6.2	1	-4	1	-5	11
O=C(NCc1ccc(Cl)cc1)c1cccc(NC(=O)c2ccccc2)c1	10	31	-4	-7	23	3.0	6	-18	7	11	-21
CCOc1ccc(-n2c(C)cc(/C=N/NC(=O)C(N)=O)c2C)cc1	-12	-22	1	4	-3	-0.7	2	-1	-1	1	11
C=CCNC(=S)Nc1cc(S(=O)(=O)N2CCOCC2)ccc1-n1cncn1	9	10	-2	-1	15	-2.1	18	7	-14	9	-2
CS(=O)(=O)N(CC(=O)NCc1ccncc1)c1cc(Cl)cc(Cl)c1	5	-1	-1	6	8	0.1	-2	3	8	4	3
CCCn1c(SCC(=O)N2CCc3ccccc32)nnc1-c1ccco1	12	5	-2	-7	7	2.1	0	-3	-2	10	5
Cc1ccc(C)c(SCC(=O)Nc2oc(C)c3c(C)n[nH]c(=O)c23)c1	2	2	-2	-6	-4	1.3	1	4	-7	-13	-12
COc1ccc(-c2csc(C(O)c3ccc(F)cc3)n2)cc1 (stereo not given)	-245	-70	/	/	-193	-2.6	-14	6	-54	/	-6
Cc1cc(C)nc(N(C#N)C(C)C(=O)N(C)C)n1 (stereo not given)	15	-20	1	-1	17	-1.7	10	3	3	2	-14
CN(Cc1ccccc1)Cc1nc2c(c(=O)n(C)c(=O)n2C)n1CCc1ccccc1	2	-18	5	1	-4	-0.4	0	16	27	-2	-24
COc1ccc(NC(=O)CC2C(=O)N(C)C(=S)N2Cc2cccs2)cc1 (stereo not given)	13	15	1	1	3	-0.3	-2	6	8	-1	-11
Cc1nn(C)c(Cl)c1CN1CCN(C2CCCC2)C(CCO)C1 (stereo not given)	2	8	-3	-4	5	0.0	-2	8	18	3	0
O=C(O)CC(NC(=O)CCc1ccccc1)c1ccc(Cl)cc1 (stereo not given)	0	1	-2	1	5	0.0	-9	-3	8	-1	-14
COc1ccc2c(=O)c3c(=O)n(Cc4ccco4)c(-c4ccc(C)cc4)nc3oc2c1	13	-27	1	0	10	-1.0	8	-1	9	2	2
CCNc1ccc(C(=O)N/N=C/c2c(C)nn(-c3ccccc3)c2N2CCCC2)cc1[N+](=O)[O-]	20	-22	-3	21	41	1.7	12	-10	8	14	17
c1ccc2c(-c3nc4ncccc4o3)cccc2c1	-132	-39	-2	17	-89	0.2	3	10	-16	1	-30
CCN(C(=O)COC(=O)c1cnccn1)c1cccc2ccccc12	20	-14	/	2	-3	-1.2	-5	-2	-8	1	0
CCn1c(SCc2c(Cl)cccc2Cl)nc2nc3c(cc2c1=O)CCCC3	3	-20	-1	4	18	-0.3	30	-6	15	2	1
Cc1ccccc1OCc1nnc(SCC(=O)O)n1-c1ccccc1	14	5	1	-2	-4	-0.3	0	-3	-2	-15	-14
COc1ccc2nc3ccccc3nc2c1NC(=O)c1ccc(Cl)cc1	15	-19	0	-4	29	0.7	-8	5	21	14	-13
Cc1ccc(NC(=O)Nc2cc(-c3ccccc3)nn2C)cc1Cl	-19	-14	0	7	5	-0.4	-5	2	-5	-1	-4
Cc1cc(C(=O)CSc2n[nH]c(N)n2)c(C)n1-c1cc(F)ccc1F	-160	-50	-4	-30	-137	-1.2	17	8	-8	-35	-10
CCOC(=O)C1=C(Nc2ccc(Br)cc2)CC(C)(O)C(C(=O)OCC)C1c1ccccc1 (stereo not given)	9	-9	-4	8	12	-3.2	9	3	-8	12	-5
CCOc1nc(NCc2ccco2)nc(Nc2ccccc2F)n1	-180	-78	3	-22	-123	-1.1	-3	3	-41	-71	10
CN(C)c1ccc(N=Nc2ccc(C(=O)O)cc2)cc1	54*	-127	-2	36	65*	0.4	51*	2	34	66*	3
COCCn1c(SCC(=O)NC2CC2)nnc1-c1ccc(Cl)cc1	7	-6	1	-5	3	0.7	-13	-1	3	-13	17
COc1ccc(C)cc1NC(=O)CNC(C)C(=O)Nc1cc(Cl)ccc1Cl (stereo not given)	19	7	1	-2	29	-0.2	20	-5	-6	11	17
O=C(O/N=C\c1ccc(N2CCOCC2)c([N+](=O)[O-])c1)c1ccc(F)cc1	9	-29	2	9	4	-1.4	-1	0	12	17	-4
O=C(Nc1cccc(O)c1)c1ccc(C(=O)c2ccccc2)o1	-245	-6	4	10	-268	-4.1	44	6	-88	-63	-4
C[C@H](NC(=O)c1ccccc1)C(=O)OCC(=O)Nc1ccc(Cl)cn1	4	-18	/	-6	-13	-2.1	-2	8	4	/	8
COc1ccc(CN(CCN)C2CC(C)N(C)CC2C)cc1 (stereo not given)	-2	-6	4	-10	-14	1.6	-6	6	-15	-14	8
Cc1[nH]c2ccccc2c1SCC(=O)N1CCOCC1	8	15	0	-14	4	-1.8	-1	11	-1	/	-24
O=C(Nc1ccncc1)Nc1ccc(Cl)cc1Cl	-104	-20	/	4	-58	0.2	-16	30	31	-2	6
Cc1ccc(NC(=O)c2ccc(-n3cccn3)c([N+](=O)[O-])c2)cc1C	-155	-52	-1	-13	-136	-1.7	-6	5	-27	-25	-9
NC(=O)NN=C1C2CCCC1C(c1ccccc1)NC2c1ccccc1 (stereo not given)	16	20	1	-1	14	-0.6	-9	-8	6	-4	11
C1CC(CN2CCOCC2)CN(Cc2nc(CC3CC3)no2)C1 (stereo not given)	11	-7	2	-1	-11	-0.9	5	4	-64	-6	-2

Records listed so far shown as hits in Peg3 promoter.
compound	HIF-2a block	NR2E3 ag-1	NR2E3 ag-2	LMP1 NFkB inh	Peg3 promoter	Shn3 inh set2	MITF TRPM1 inh	CF NFkB block
CN(C)c1ccc(N=Nc2ccc(C(=O)O)cc2)cc1	54*	-127	-2	36	65*	34	66*	3

Entries from the list above containing a Cl atom:
SMILES	HIF-2a block	NR2E3 ag-1	NR2E3 ag-2	LMP1 NFkB inh	Peg3 promoter	iPSC survival up	TRAIL sens C8	KKLEB cytotox	Shn3 inh set2	MITF TRPM1 inh	CF NFkB block
Cc1ccc(NC(=O)N2CCN(C(=O)c3ccco3)CC2)cc1Cl	-15	-3	-1	15	4	0.3	16	-7	10	-8	-16
O=C(NCc1ccc(Cl)cc1)c1cccc(NC(=O)c2ccccc2)c1	10	31	-4	-7	23	3.0	6	-18	7	11	-21
CS(=O)(=O)N(CC(=O)NCc1ccncc1)c1cc(Cl)cc(Cl)c1	5	-1	-1	6	8	0.1	-2	3	8	4	3
Cc1nn(C)c(Cl)c1CN1CCN(C2CCCC2)C(CCO)C1 (stereo not given)	2	8	-3	-4	5	0.0	-2	8	18	3	0
O=C(O)CC(NC(=O)CCc1ccccc1)c1ccc(Cl)cc1 (stereo not given)	0	1	-2	1	5	0.0	-9	-3	8	-1	-14
CCn1c(SCc2c(Cl)cccc2Cl)nc2nc3c(cc2c1=O)CCCC3	3	-20	-1	4	18	-0.3	30	-6	15	2	1
COc1ccc2nc3ccccc3nc2c1NC(=O)c1ccc(Cl)cc1	15	-19	0	-4	29	0.7	-8	5	21	14	-13
Cc1ccc(NC(=O)Nc2cc(-c3ccccc3)nn2C)cc1Cl	-19	-14	0	7	5	-0.4	-5	2	-5	-1	-4
COCCn1c(SCC(=O)NC2CC2)nnc1-c1ccc(Cl)cc1	7	-6	1	-5	3	0.7	-13	-1	3	-13	17
COc1ccc(C)cc1NC(=O)CNC(C)C(=O)Nc1cc(Cl)ccc1Cl (stereo not given)	19	7	1	-2	29	-0.2	20	-5	-6	11	17
C[C@H](NC(=O)c1ccccc1)C(=O)OCC(=O)Nc1ccc(Cl)cn1	4	-18	/	-6	-13	-2.1	-2	8	4	/	8
O=C(Nc1ccncc1)Nc1ccc(Cl)cc1Cl	-104	-20	/	4	-58	0.2	-16	30	31	-2	6

Source: PubChem BioAssay

Not all compounds are listed; rates above refer to the full screens.
